# Source: PubChem (The Scripps Research Institute Molecular Screening Center)
# LYPLA1 counter: LYPLA1 inhibitors, primary screen, counter-screen for PME1 inhibitor project, biochemical, fluorescence polarization, FP-Rh probe ABPP. recombinant LYPLA1. inhibition, % at 5.9 µM. hit rate 0.16% among 320,000;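 active = inhibition above the mean of all tested compounds plus 3 SD, set per campaign, cut at about 14% in these data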;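 also: inhibitors block serine hydrolase probe labeling of LYPLA1 so polarization falls; 0% = enzyme with DMSO and 100% = wells lacking LYPLA1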
# GSTO1 counter: inhibitors of recombinant GSTO1, primary screen, counter-screen for RBBP9 inhibitor project, biochemical, fluorescence polarization | activity-based probe fluorescence polarization | inhibition, % at 5.96 µM | hit rate 1.1% among 300,000 | AID 1974, 2009;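 active = inhibition above the campaign mean inhibition plus 3 SD, cut at about 35% in these data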;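 also: 0% = GSTO1-1 with DMSO and 100% = wells lacking GSTO1-1 enzyme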
# LYPLA2 counter: LYPLA2 inhibitors, primary screen, counter-screen for PME1 inhibitor project, biochemical, fluorescence polarization, FP-Rh probe ABPP. Acyl-protein thioesterase 2 (Homo sapiens), O95372. recombinant LYPLA2. inhibition, % at 5.9 µM. hit rate 0.38% among 320,000;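 active = inhibition above the screen-wide mean plus 3 SD, limit set per campaign, cut at about 26% in these data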;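 also: 0% = LYPLA2 with DMSO and 100% = wells lacking LYPLA2 enzyme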
# Target sequence (O95372 whole entry, looked up): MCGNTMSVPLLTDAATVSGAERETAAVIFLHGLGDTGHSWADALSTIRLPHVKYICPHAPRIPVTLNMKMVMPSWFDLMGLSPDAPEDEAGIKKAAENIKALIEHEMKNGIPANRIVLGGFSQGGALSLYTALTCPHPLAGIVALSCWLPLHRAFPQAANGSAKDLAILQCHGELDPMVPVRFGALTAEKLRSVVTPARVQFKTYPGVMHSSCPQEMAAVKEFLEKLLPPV
# PREPL inhibitor: PREPL enzyme inhibitors, primary screen, biochemical, fluorescence polarization. Prolyl endopeptidase-like (Homo sapiens), Q4J6C6. recombinant PREPL, fluorescence polarization activity-based probe. inhibition, % at 5.96 µM. hit rate 0.68% among 320,000; in the data active = inhibition above about 43%;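 also: 0% = enzyme with DMSO and 100% = wells lacking enzyme; many of its hits are not listed in these tables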
# PAFAH1B3 inh: PAFAH1B3 enzyme inhibitors, primary screen, biochemical, fluorescence polarization, human; Platelet-activating factor acetylhydrolase IB subunit alpha1 (Homo sapiens), Q15102; hit rate 0.28% among 340,000; inhibition, % at 3.39 µM; recombinant PAFAH1B3, FP-rhodamine probe;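 active = inhibition above the screen-wide average of all tested compounds plus 3 SD, cut at about 25% in these data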;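 also: 0% = enzyme with DMSO only and 100% = wells lacking PAFAH1B3 protein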
# pPAFAH inh: pPAFAH enzyme inhibitors, primary screen, biochemical, fluorescence polarization, human. Platelet-activating factor acetylhydrolase (Homo sapiens), Q13093. recombinant pPAFAH, FP-rhodamine probe fluorescence polarization. inhibition, % at 3.39 µM. hit rate 1.5% among 330,000. AID 463082, 2010;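 active = inhibition above the mean inhibition across the screen plus 3 SD, cut at about 25% in these data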;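 also: inhibitors block binding of the rhodamine activity-based probe so polarization drops; 0% = enzyme with DMSO and 100% = wells lacking pPAFAH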
# Target sequence (Q13093 whole entry, looked up): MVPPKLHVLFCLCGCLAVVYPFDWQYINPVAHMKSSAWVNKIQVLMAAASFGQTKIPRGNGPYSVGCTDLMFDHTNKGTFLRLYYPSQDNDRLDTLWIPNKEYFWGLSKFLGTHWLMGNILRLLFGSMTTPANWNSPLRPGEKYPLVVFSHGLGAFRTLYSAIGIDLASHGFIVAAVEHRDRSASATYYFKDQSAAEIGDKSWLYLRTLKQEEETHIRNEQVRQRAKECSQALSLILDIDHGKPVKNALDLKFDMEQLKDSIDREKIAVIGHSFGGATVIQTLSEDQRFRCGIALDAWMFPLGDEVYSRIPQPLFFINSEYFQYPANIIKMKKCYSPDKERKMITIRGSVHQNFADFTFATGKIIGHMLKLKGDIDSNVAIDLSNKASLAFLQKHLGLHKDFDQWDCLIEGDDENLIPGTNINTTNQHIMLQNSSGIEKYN
# PAD4 inh: human PAD4 inhibitors, primary screen, biochemical, fluorescence polarization, 1536-well format | Protein-arginine deiminase type-4 (Homo sapiens), Q9UM07 | recombinant PAD4, RCA probe fluorescence polarization | inhibition, % at 6.36 µM | hit rate 0.41% among 330,000;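 active = percent inhibition above a cutoff equal to the mean of all tested compounds plus 3 SD, cut at about 15% in these data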;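 also: 0% = PAD4 with RCA probe and DMSO and 100% = probe without PAD4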
# PAFAH1B2 FP inh: PAFAH1B2 enzyme inhibitors, primary screen, biochemical, fluorescence polarization, human | Platelet-activating factor acetylhydrolase IB subunit alpha2 (Homo sapiens), P68402 | recombinant PAFAH1B2, FP-rhodamine activity probe | inhibition, % at 3.39 µM | hit rate 1.2% among 340,000 | AID 492953, 2010;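 active = inhibition above the mean of all tested compounds plus 3 SD, cut at about 24% in these data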;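 also: 0% = enzyme with DMSO and 100% = wells lacking PAFAH1B2; many of its hits are not listed in these tables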
# Target sequence (P68402 whole entry, looked up): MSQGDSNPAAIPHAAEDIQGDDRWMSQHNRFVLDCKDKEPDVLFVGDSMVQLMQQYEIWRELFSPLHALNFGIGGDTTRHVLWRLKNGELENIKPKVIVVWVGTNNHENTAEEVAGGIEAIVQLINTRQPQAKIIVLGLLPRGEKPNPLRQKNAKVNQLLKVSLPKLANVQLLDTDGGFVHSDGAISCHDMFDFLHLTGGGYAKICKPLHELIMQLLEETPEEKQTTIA
# PAFAH2 FP inh: PAFAH2 enzyme inhibitors, primary screen, biochemical, fluorescence polarization, human; Platelet-activating factor acetylhydrolase 2, cytoplasmic (Homo sapiens), Q99487; recombinant PAFAH2, FP-rhodamine activity probe; inhibition, % at 3.39 µM; hit rate 0.99% among 340,000; AID 492956, 2010;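 active = inhibition above the mean over all tested compounds plus 3 SD, cut at about 30% in these data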;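 also: inhibitors block probe labeling of enzyme so polarization drops; 0% = enzyme with DMSO and 100% = wells lacking PAFAH2 protein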
# Active calls of the source: *; · = no result given.
SMILES,LYPLA1 counter,GSTO1 counter,LYPLA2 counter,PREPL inhibitor,PAFAH1B3 inh,pPAFAH inh,PAD4 inh,PAFAH1B2 FP inh,PAFAH2 FP inh
CC(C(=O)Nc1ccccc1)N(C)CCOc1ccc(Br)cc1 (stereo unspecified),1.2,13.5,4.2,-15.9,10.6,7.5,3.3,13.6,2.2
CC(C)Oc1ccc(Br)cc1/C=N\NC(N)=S,-2.4,-4.6,1.4,-6.8,2.2,-1.6,0.0,0.3,6.9
O=C(Nc1ccccc1)c1ccc(F)c(S(=O)(=O)N2CCOCC2)c1,-2.2,2.5,-7.0,-1.9,6.1,3.1,-3.5,2.5,-3.9
Cc1cc(C)nc(OC(C(=O)O)C(OCC(C)C)(c2ccccc2)c2ccccc2)n1 (stereo unspecified),-1.6,-14.2,3.9,-4.4,6.9,0.1,-5.2,4.8,-1.9
COCCCNC(=O)CS(=O)(=O)Cc1nc(-c2cccc(OC)c2)oc1C,3.9,1.1,11.2,6.8,9.8,0.9,1.3,1.9,3.1
Oc1ccccc1C(=S)N1CCCCCC1,-5.0,-7.0,-3.2,8.6,-0.5,-4.0,-2.0,3.5,6.0
CCC(=O)Nc1ccc(OC)cc1OC,-0.8,0.9,-3.8,15.3,-2.7,3.0,1.5,-0.8,-0.9
Clc1cccc(Cl)c1CSc1nnc([C@@H]2CCCN2)o1,2.9,3.4,7.6,5.9,15.7,1.4,3.5,6.5,2.3
Cc1ccc(CNC(=O)CN(C)S(=O)(=O)c2cccc3cccnc23)cc1,-0.3,0.4,-1.1,-10.2,0.0,-3.9,-2.0,3.5,4.8
Cc1ccc(Cn2cccc2C2=NC(C)CO2)cc1 (stereo unspecified),-1.7,-1.1,-0.3,-3.0,1.8,-1.9,-8.7,3.6,0.0

# Overlap with the part before: 3 entries, then new ones.
SMILES,LYPLA1 counter,GSTO1 counter,LYPLA2 counter,PREPL inhibitor,PAFAH1B3 inh,pPAFAH inh,PAD4 inh,PAFAH1B2 FP inh,PAFAH2 FP inh
Clc1cccc(Cl)c1CSc1nnc([C@@H]2CCCN2)o1,2.9,3.4,7.6,5.9,15.7,1.4,3.5,6.5,2.3
Cc1ccc(CNC(=O)CN(C)S(=O)(=O)c2cccc3cccnc23)cc1,-0.3,0.4,-1.1,-10.2,0.0,-3.9,-2.0,3.5,4.8
Cc1ccc(Cn2cccc2C2=NC(C)CO2)cc1 (stereo unspecified),-1.7,-1.1,-0.3,-3.0,1.8,-1.9,-8.7,3.6,0.0
O=C(Nc1cccnc1Cl)c1cc(-c2ccc(Br)cc2)on1,2.0,7.6,2.4,25.2,0.6,2.2,0.1,-1.9,-16.3
COc1cc(CCC(=O)Nc2cccc(S(=O)(=O)N(C)C)c2)cc(OC)c1OC,2.7,3.8,3.4,4.9,1.4,3.9,-2.3,1.4,4.1
OC(C#Cc1ccccn1)c1cccs1 (stereo unspecified),-3.9,7.2,-7.6,5.4,6.7,2.2,1.1,0.4,1.2
Cc1cccc(N2CCN(Cc3nc(-c4cccc(Cl)c4)oc3C)CC2)n1,-1.5,5.2,6.1,34.3,-12.0,5.7,-1.6,2.7,0.8
CN(Cc1ccccc1)CC(O)COc1ccc(CNCc2cc3ccccc3s2)cc1 (stereo unspecified),-6.7,11.7,-2.3,15.2,14.4,-6.0,-3.9,4.9,-0.9
Cc1cc(C(=O)N2CC(C)CC(C)C2)n(-c2ccccc2)n1 (stereo unspecified),-1.8,2.5,2.1,-2.9,9.8,0.3,-0.6,7.7,-6.4
COc1cc(/C=C/C(=O)OCC(=O)NCCc2ccc(F)cc2)ccc1OC(F)F,·,·,·,10.7,10.2,4.9,-0.4,5.5,21.0
O=C(OCc1nnc(-c2ccccc2)o1)c1ccc(-n2cnnn2)cc1,1.1,-1.0,5.4,0.1,8.6,-18.1,-13.4,6.2,13.2
COc1ccc(OCCCC(=O)Nc2cc(S(=O)(=O)N3CCCCC3)ccc2OC)cc1,-3.8,·,3.4,6.0,1.9,1.3,-0.5,1.4,3.1
C[C@H](NC(=O)c1nc[nH]c1C(=O)N[C@@H](C)C(=O)OC(C)(C)C)C(=O)OC(C)(C)C,3.2,4.0,4.0,2.7,-1.3,6.0,-0.7,8.4,7.4
CCN(Cc1cnn(C)c1)C(=O)c1cc(COc2ccc3c(c2)CCCC3)on1,-2.6,1.8,3.3,14.8,-9.8,9.5,-5.4,0.8,2.3
O=C(Nc1ccccc1)N1CCCN(c2c(Cl)cncc2Cl)CC1,3.9,-0.4,1.9,-8.5,4.6,0.8,-1.1,7.8,6.6
COC(=O)C1(c2ccccc2)NC(c2cccs2)C2C(=O)N(c3ccccc3)C(=O)C21 (stereo unspecified),1.7,-5.6,-0.1,0.5,9.6,2.2,-0.4,1.7,1.7
COc1ccc(CCNC(=O)CNCC(c2ccccc2)N(C)C)cc1OC (stereo unspecified),1.6,-2.2,-1.8,6.7,6.7,4.4,-8.1,5.9,-0.1
CCCNC(=O)C(=O)Nc1ccc2c(c1)N(S(=O)(=O)c1cccs1)CCC2,-0.7,5.7,5.2,0.6,2.5,5.5,3.6,14.0,7.1
Cn1nnnc1SCCOc1ccc(C#N)cc1,-1.5,-0.3,-1.1,3.0,7.8,2.7,-1.0,5.8,-1.9
Cc1nc(-c2ccccc2)sc1-c1nc(-c2ccncc2)ncc1S(=O)(=O)c1ccccc1,-2.4,-5.1,-5.2,-25.0,8.4,3.2,-2.8,5.5,5.4
COc1ccc(NC(=O)c2cc([N+](=O)[O-])ccc2N2CCCCC2)cc1OC,·,·,·,5.5,12.1,4.9,0.2,-1.3,-2.5
CC(C)C(=O)NC(=S)Nc1ccc(S(=O)(=O)Nc2ccccc2)cc1,-0.1,-7.0,3.6,-0.1,-9.9,23.1,-4.7,3.4,6.7
CCOC(=O)C1=NN(c2ccc(Cl)cc2)/C(=C/C2=NCCc3cc(OC)c(OC)cc32)S1,1.6,4.1,1.9,-4.3,3.3,-1.2,-2.9,5.4,1.1
COC(=O)c1cc2sccc2n1Cc1ccc(C)cc1,0.0,1.5,-0.3,3.2,10.8,-4.9,-3.5,2.4,5.5
Cc1ccn2cc(-c3cccc([N+](=O)[O-])c3)nc2c1,1.6,-11.2,0.1,14.8,6.1,3.9,7.5,-2.7,-5.3
O=C(Nc1ccc(F)c(F)c1)C1CCN(S(=O)(=O)c2cccc3nonc23)CC1,-6.4,5.6,-11.8,7.4,-9.1,-0.4,-3.1,2.9,1.4
CC(=O)Nc1ccc(C(C#N)c2ccccc2)cc1 (stereo unspecified),-2.6,-1.1,3.4,7.4,5.6,0.0,-3.8,13.9,6.6
O=S(=O)(c1cccc2nsnc12)N1CCN(c2ncccn2)CC1,0.1,1.6,-2.7,6.1,3.8,5.1,1.6,3.6,3.3
Cc1[nH]c(=O)c(C(=O)/C=C/c2ccccc2)c2c1CCCC2,-3.2,-18.0,2.7,12.5,-5.4,-3.6,0.5,2.6,9.1
Brc1ccc(C2=Nn3cnnc3SC2)cc1,-0.5,1.4,1.3,-39.3,6.7,2.2,-2.2,4.1,2.7
O=c1c2ccccc2ncn1-c1ccc(Cl)cc1Cl,-3.6,-16.2,1.3,-8.5,·,-4.0,4.7,·,·
O=C(NCc1ccc(OC(F)(F)F)cc1)C1CC2Cn3c(nc4ccccc43)C2N1c1ccccc1 (stereo unspecified),-2.3,1.2,3.5,-1.4,1.2,4.2,-0.1,7.2,2.2
CNC(=O)N(O)C1N(C)C(=O)N(Cc2ccccc2)C1(C)C (stereo unspecified),1.1,3.1,-5.5,0.2,2.3,0.2,-0.7,3.0,-1.9
O=C(NCCOc1ccc(Cl)cc1)C1CC(=O)N(c2ccc(F)cc2)C1 (stereo unspecified),1.5,4.4,5.2,16.4,6.4,3.2,5.8,9.7,3.7
Clc1cccc(-c2ccc(C3Nc4cccc5cccc(c45)N3)o2)c1,·,·,·,49.0*,31.1*,38.5*,-3.1,25.1*,-9.2
COc1cc2c(cc1OC)CN(c1ccc(F)cc1[N+](=O)[O-])CC2,3.8,3.8,2.9,24.7,-3.3,6.5,-2.2,2.4,-6.4
Cc1nc(S(=O)(=O)N(C)c2ccccc2)c(C#N)c(C)c1Cl,-0.2,-10.1,-0.8,-1.1,-1.4,-4.1,8.9,5.6,3.4
C=CCn1c(COc2ccccc2)nc2ccccc21,1.3,6.1,3.4,-7.7,5.3,0.3,0.1,3.7,4.9
NC(=O)COC(=O)[C@H](Cc1c[nH]c2ccccc12)NC(=O)c1ccc(F)cc1,-0.2,5.4,0.5,1.9,1.6,2.9,1.5,4.0,-3.6
O=C(CCNS(=O)(=O)c1ccc2nsnc2c1)N1CCN(c2ccncc2)CC1,·,·,·,14.6,4.0,8.9,0.8,2.0,0.1
COc1cccc(NC(=O)NC2(C(F)(F)F)Oc3ccccc3O2)c1,-0.8,41.2*,-1.1,7.8,5.2,5.9,3.0,5.2,7.8
Cc1cc(NC(=O)CSc2nc3ccsc3c(=O)n2NC(=O)c2ccccc2)no1,-1.9,-5.3,3.5,9.8,4.7,-3.9,-0.1,3.1,5.2
Cn1c(=O)n(Cc2ccccc2F)c2ccccc21,-3.9,5.2,3.1,-9.4,-0.2,0.4,-2.9,4.5,-4.1
CCn1c(CSc2nc(C)cs2)nc2cc(S(=O)(=O)N(C)C)ccc21,0.7,13.6,1.0,-7.2,-0.7,-2.5,-2.4,2.7,3.9
Cc1ccccc1N=C1Nc2ccccc2CS1,-2.9,14.6,2.2,-15.4,1.0,3.1,-1.4,3.0,9.1
CC(=O)N1c2c(cc(Br)cc2S(=O)(=O)N2CCN(C(=O)c3ccco3)CC2)CC1C (stereo unspecified),9.2,-0.5,5.0,-1.5,-2.3,3.1,-1.7,3.4,-4.9
O=C(Nc1nccs1)c1nc(-c2ccccc2)n(-c2ccccc2)n1,-2.1,3.6,-0.3,-2.6,0.9,0.8,-5.4,5.9,-7.9
O=S(=O)(NCc1ccccc1)c1cnc[nH]1,1.7,8.2,1.5,2.9,2.5,-2.8,4.0,-0.8,-1.2
C=CCn1c(SCc2c(Cl)cccc2Cl)nnc1-c1cccnc1,-2.4,2.2,0.5,-9.3,4.3,2.9,1.2,1.2,9.4
O=C(N/N=C/c1cc(Br)ccc1O)c1ccncc1,3.4,3.7,3.0,1.3,10.7,8.0,-0.8,4.1,3.8
Clc1ccc(Sc2oc(/C=N/n3cnnc3)cc2Br)cc1,-1.8,5.2,5.4,-3.8,0.6,-0.7,0.6,15.8,-0.5
O=C(O)Cc1sc(NCCc2ccccc2)nc1-c1ccc(F)cc1,-3.9,2.8,1.4,-2.3,0.1,8.1,2.5,21.9,3.1
CC(C)CC(=O)c1c[nH]c(C(=O)O)c1,0.2,-0.7,-10.9,11.1,4.3,-1.4,-2.6,0.7,2.4

# An excerpt. The share of hits here may be higher or lower than overall.
